# HTRA1 inh: HTRA1 (human) protease inhibition; Q92743; hit rate 0.5% among 340,000; recombinant HTRA1, FP-rhodamine activity-based probe, fluorescence polarization; AID 504803; inhibition, % at 5.96 µM; in the data active = inhibition above about 36%;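 note: 0% = enzyme with DMSO and 100% = wells lacking enzyme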
# PG9 binder: binds the HIV-1 gp120 antibody PG9; TR-FRET gp120-PG9 antibody binding; inhibition, % at 6.7 µM; hit rate 0.43% among 360,000; AID 624416; in the data active = inhibition above about 8.5%
# TDP2 inh: blocks human TDP2 phosphodiesterase activity; recombinant TDP2, T5PNP hydrolysis, p-nitrophenol absorbance 415 nm; inhibition, % at 12.8 µM; hit rate 0.34% among 370,000; AID 720702;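 active = inhibition above the mean of all tested compounds plus 3 SD, set per campaign, cut at about 25% in these data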;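 note: 0% = DMSO with enzyme and 100% = buffer with substrate but no TDP2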
# Target sequence (O95551 whole entry, looked up): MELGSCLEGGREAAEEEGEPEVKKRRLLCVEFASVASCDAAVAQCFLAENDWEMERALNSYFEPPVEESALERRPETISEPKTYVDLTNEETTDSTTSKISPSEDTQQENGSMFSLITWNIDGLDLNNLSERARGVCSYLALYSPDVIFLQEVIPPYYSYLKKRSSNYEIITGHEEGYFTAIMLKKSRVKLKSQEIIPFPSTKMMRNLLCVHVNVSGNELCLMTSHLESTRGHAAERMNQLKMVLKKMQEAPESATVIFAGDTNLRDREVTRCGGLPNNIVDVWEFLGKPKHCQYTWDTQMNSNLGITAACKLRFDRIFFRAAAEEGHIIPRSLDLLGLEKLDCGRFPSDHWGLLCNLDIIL
#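 Test system: Human TDP2 enzyme | Reagent: 5 mM T5PNP | Compound dosing: 12.8 µM single point, 1% DMSO | Incubation: Enzyme reaction with compound for 2 h at 37 °C | Technique: p-Nitrophenol epi absorbance | Read-out: % inhibition relative to enzyme-containing and enzyme-free wells | Benchmarks: High control without enzyme, low control DMSO plus TDP2 | Replicates: Singlicate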
# rCAG binder: molecules binding r(CAG) RNA repeats; inhibition, % at 3 µM; hit rate 1.3% among 370,000; r(CAG) RNA repeat, TO-PRO-1 dye displacement fluorescence;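 active = inhibition above the plate cutoff, the mean of all test compounds on that plate plus 3 SD, cut at about 35% in these data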;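 note: 0% = DMSO alone and 100% = 100 µM mitoxantrone as full dye displacement; higher means more dye released from RNA so lower well fluorescence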
# Rev-erbA mod: Rev-erb alpha (human) modulation; P20393; Rev-erbα–FITC-DNA binding, fluorescence polarization, 90 min; activity, % at 10 µM; hit rate 0.79% among 370,000;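 active = activity above about 14%, limit read from the data; passing the limit was not always enough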;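 note: 0% = DMSO wells with 35 nM protein and 100% = DMSO wells with 750 nM protein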
# ABHD4 inh: inhibits mouse alpha/beta hydrolase domain 4; purified mABHD4, FP-Rh probe fluorescence polarization; inhibition, % at 8.92 µM; hit rate 0.54% among 370,000; AID 720543;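 active = inhibition exceeding the mean over every tested compound plus 3 SD, cut at about 30% in these data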;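 note: 0% = plate median of compound wells and 100% = S159A mutant with DMSO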
# Target sequence (Q8VD66 whole entry, looked up, the tested form may be a part): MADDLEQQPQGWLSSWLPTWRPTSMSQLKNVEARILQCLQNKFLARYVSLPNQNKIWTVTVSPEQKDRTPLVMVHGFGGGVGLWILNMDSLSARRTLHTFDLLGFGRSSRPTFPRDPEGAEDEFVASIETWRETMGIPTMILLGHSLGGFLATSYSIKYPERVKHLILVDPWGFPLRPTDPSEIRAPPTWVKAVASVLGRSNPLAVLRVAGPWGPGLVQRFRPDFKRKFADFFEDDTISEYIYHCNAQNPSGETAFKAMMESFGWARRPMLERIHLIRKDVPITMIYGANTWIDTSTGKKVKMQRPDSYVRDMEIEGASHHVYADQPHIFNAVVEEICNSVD
#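 Assay system: wild-type mouse ABHD4 protein; compound: single nominal dose of 8.92 µM, 0.89% DMSO final; schedule: 45 min + 60 min at 25 °C; measured by: FP readout, ex 525 nm / em 598 nm; evaluation: % inhibition of FP-Rh probe binding versus controls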
# LEDGF integ inh: blocks HIV-1 LEDGF/p75-dependent DNA integration. TR-FRET IN-LEDGF/p75 DNA integration, Eu/Cy5. inhibition, % at 3.7 µM. hit rate 0.64% among 370,000. AID 743269;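 active = inhibition above the screen-wide mean plus 3 SD, cut at about 13% in these data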;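 note: signal is the Cy5 over europium emission ratio at 671 and 618 nm; 0% = plate median of compound wells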
# PRMT1 FP inh: inhibitors of human PRMT1. recombinant PRMT1, activity-based probe fluorescence polarization. inhibition, % at 2.79 µM. Q99873. hit rate 1.3% among 370,000;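 active = inhibition above about 21% made by adding two undisclosed values, limit read from the data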
# Target sequence (Q99873 whole entry, looked up): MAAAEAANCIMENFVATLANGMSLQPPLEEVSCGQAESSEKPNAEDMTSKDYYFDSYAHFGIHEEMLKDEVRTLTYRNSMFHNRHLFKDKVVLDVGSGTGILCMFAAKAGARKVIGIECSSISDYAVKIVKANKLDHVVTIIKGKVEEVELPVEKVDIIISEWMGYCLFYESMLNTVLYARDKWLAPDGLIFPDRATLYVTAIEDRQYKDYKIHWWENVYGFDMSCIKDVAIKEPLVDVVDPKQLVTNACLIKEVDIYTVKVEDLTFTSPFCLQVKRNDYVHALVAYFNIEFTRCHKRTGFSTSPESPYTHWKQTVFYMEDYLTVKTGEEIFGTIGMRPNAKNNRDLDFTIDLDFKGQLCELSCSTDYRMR
# SIAE primary: human SIAE inhibition, primary screen; SIAE FP-Rh probe binding, fluorescence polarization; inhibition, % at 9.66 µM; hit rate 0.69% among 370,000; AID 1053197;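 active = inhibition above a cutoff: mean of compounds within the control limits plus 3 SD of those, cut at about 17% in these data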;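 note: 0% = plate median of compound wells and 100% = probe without SIAE protein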
# TCR-CD3 inh: blocks the human TCR-CD3 interaction; TAMRA-labeled TCR probe fluorescence, biochemical; inhibition, % at 9.4 µM; hit rate 0.37% among 360,000; AID 651800; in the data active = inhibition above about 19%;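 note: recombinant mutant TCR 2C K166C tagged with TAMRA read by polarization; 0% = receptor in buffer alone and 100% = receptor with positive control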
# * marks the source's active call; other numbers are inactive results; nt = no result given.
1	CN(C)c1ccc(C(=O)N/N=C/C23CC[C@@H](O)CC2(O)CC[C@@H]2[C@@H]3CCC3(C)C(C4=CC(=O)OC4)CCC23O)cc1 (stereo not given in full)
2	Cc1cccc(N2C(=O)NC(=O)/C(=C\c3cnc(-c4ccccc4)nc3)C2=O)c1
3	CCCOC(=O)COc1cc(C)cc2oc(=O)c3c(c12)CCC3
4	O=[N+]([O-])c1cccc(NP(=O)(Oc2ccccc2)Oc2ccccc2)c1
5	CCn1c(C(=O)N2CCC(C(=O)N3CCC4(CC3)OCCO4)CC2)cc2sccc21
6	Cn1c(O)c(C=Nc2ccc(F)cc2)c(=O)[nH]c1=O
7	CCCCn1c(C)c(C(=O)OCC)c2c(CN3CCOCC3)c(O)ccc21
8	CCN1C[C@]2(OC(=O)c3ccccc3NC(C)=O)CCC(OC)C34C5C[C@H]6C(OC)[C@]5(O)[C@](O)(C[C@@H]6OC)C(C[C@@H]32)[C@H]14 (stereo not given in full)
9	Nc1c(Cl)cc([N+](=O)[O-])cc1Cl
10	Nc1ccc2nonc2c1[N+](=O)[O-]
screen / no.,1,2,3,4,5,6,7,8,9,10
HTRA1 inh,-3,-15,-5,-45,1,-1,3,2,-6,15
PG9 binder,-0.5,-2.8,9.9*,0.1,0.6,0.3,-1.1,-0.4,-1.8,-1.3
TDP2 inh,-4,-5,2,4,1,-3,11,17,-1,-7
rCAG binder,-5,10,0,-3,-7,0,-8,-1,2,-163
Rev-erbA mod,-5,2,23,0,-1,-5,-1,-1,1,-5
ABHD4 inh,5,-2,2,-6,-1,2,2,1,2,19
LEDGF integ inh,4,1,-1,-2,-2,-3,-1,-2,5,-2
PRMT1 FP inh,-2,3,0,1,0,2,1,0,-1,92*
SIAE primary,1,-9,1,2,4,1,-1,-2,-3,0
TCR-CD3 inh,5,2,3,-3,2,4,-3,1,1,10

# Laid out differently: entries from further up.
# Order of values: HTRA1 inh, PG9 binder, TDP2 inh, rCAG binder, Rev-erbA mod, ABHD4 inh, LEDGF integ inh, PRMT1 FP inh, SIAE primary, TCR-CD3 inh
[4] O=[N+]([O-])c1cccc(NP(=O)(Oc2ccccc2)Oc2ccccc2)c1
    -45, 0.1, 4, -3, 0, -6, -2, 1, 2, -3
[6] Cn1c(O)c(C=Nc2ccc(F)cc2)c(=O)[nH]c1=O
    -1, 0.3, -3, 0, -5, 2, -3, 2, 1, 4

# Following part.
11	CN1CCCCC1c1ccc(-c2cccnc2)nc1 (stereo not given)
12	CCCCn1c(=O)c(C(=O)NCc2ccccc2Cl)c(O)c2ccccc21
13	CC(=O)OC1CC(OC2C(O)CC(OC3C(O)CC(OC4CCC5(C)C(CCC6C5CC(O)C5(C)C(C7=CC(=O)OC7)CCC65O)C4)OC3C)OC2C)OC(C)C1OC1OC(CO)C(O)C(O)C1O (stereo not given)
14	CCOC(=O)CNC(=O)CSP(=S)(OCC)OCC
15	COc1cccc(OC)c1C(=O)NC(=S)N1C[C@H]2C[C@H](C1)c1cccc(=O)n1C2
16	Nc1cc(N2CCNCC2)ccc1[N+](=O)[O-]
17	Cc1cc(C(=O)O)c(C)n1C1CC1
18	O=C1c2ccccc2-n2nnnc2C2c3ccccc3-n3nncc3CN12 (stereo not given)
19	C[C@H](Cc1ccc(OCC(=O)O)cc1)NC[C@H](O)c1cccc(Cl)c1
20	Cn1cnc([N+](=O)[O-])c1Sc1ccc([N+](=O)[O-])cc1
screen / no.,11,12,13,14,15,16,17,18,19,20
HTRA1 inh,-19,3,-3,-5,2,3,9,nt,nt,5
PG9 binder,-0.6,0.7,0.1,-0.5,1.5,-4.3,-1.0,0.7,-0.1,-0.9
TDP2 inh,7,-5,8,-7,2,-11,7,-5,-2,-18
rCAG binder,-1,-2,-1,-4,1,2,-1,2,3,1
Rev-erbA mod,-2,-4,-4,1,0,2,-3,-2,-5,4
ABHD4 inh,4,-3,-7,2,-10,1,-3,-3,13,-2
LEDGF integ inh,-3,6,-2,-2,-1,4,-2,5,3,-8
PRMT1 FP inh,4,-1,-1,-1,6,0,-1,-6,-4,48*
SIAE primary,-8,0,6,-2,0,5,5,-1,5,-2
TCR-CD3 inh,-3,1,-3,-6,6,2,11,9,4,-9

21	COP(=S)(OC)SCN1C(=O)c2ccccc2C1=O
22	COP(=O)(OC)C(NS(=O)(=O)c1ccccc1)C(Cl)(Cl)Cl (stereo not given)
23	COc1cc(CN2C(=O)NC(=O)C3(Cc4cc(C)ccc4N(C)C3)C2=O)cc(OC)c1 (stereo not given)
24	CCN1CCC(NCC2CCCCC2)CC1
25	O=C1NC(=S)N(c2ccc(Br)cc2)C(=O)/C1=C/N1CCN(C(=O)c2ccco2)CC1
26	O=C1NC(=O)N(c2cccc(Br)c2)C(=O)/C1=C/c1ccsc1
27	O=C1NC(=O)C(=Cc2ccc(-c3cc(Cl)ccc3[N+](=O)[O-])o2)C(=O)N1
28	CN1C(=O)/C(=C\c2ccc(N3CCCCCC3)cc2)C(=O)NC1=S
29	COC(=O)C(O)(c1ccc(NC(=O)c2ccccc2)cc1)C(F)(F)F (stereo not given)
30	O=C1CN=C(c2ccccc2)c2oc3ccc(Br)cc3c2N1
screen / no.,21,22,23,24,25,26,27,28,29,30
HTRA1 inh,0,2,2,11,-22,-11,1,-9,-3,0
PG9 binder,-0.5,-0.1,1.4,-0.8,0.4,-1.6,-0.6,-4.4,-0.6,-1.4
TDP2 inh,-4,23,1,10,5,0,3,-3,7,11
rCAG binder,2,0,7,1,26,15,3,4,1,-2
Rev-erbA mod,10,-2,-4,-2,0,-2,-11,5,-4,-2
ABHD4 inh,0,-2,-1,-4,-27,-26,13,-16,-5,-6
LEDGF integ inh,3,0,-4,6,2,3,-7,5,-3,0
PRMT1 FP inh,59*,-1,6,-1,-1,2,10,4,0,-2
SIAE primary,5,3,-4,0,-82,-16,2,-170,0,3
TCR-CD3 inh,5,-1,-3,0,-42,-11,-3,-25,9,4

# Reprinted from the part before: four entries, then new ones.
27	O=C1NC(=O)C(=Cc2ccc(-c3cc(Cl)ccc3[N+](=O)[O-])o2)C(=O)N1
28	CN1C(=O)/C(=C\c2ccc(N3CCCCCC3)cc2)C(=O)NC1=S
29	COC(=O)C(O)(c1ccc(NC(=O)c2ccccc2)cc1)C(F)(F)F (stereo not given)
30	O=C1CN=C(c2ccccc2)c2oc3ccc(Br)cc3c2N1
31	Clc1ccccc1C1NCc2ccccc2-n2cccc21 (stereo not given)
32	Cc1ccnc(-n2c(C)cc(C=C3C(=O)N(C)C(=S)N(C)C3=O)c2C)c1
33	COC(=O)C1=C(c2c(C)noc2C)C[C@@H]2CC[C@H]1N2C(=O)NC(C)C
34	CCN1CCN(C(=O)Cc2ccc(C)cc2)CC1
35	C=CCN1CC[C@@]2(C)c3cc(O)ccc3CC1[C@@H]2C
36	COC(=O)C1=C(c2ccccc2OCc2ccccc2)C[C@@H]2CC[C@H]1N2C(=O)NCc1ccc(Br)cc1
37	CC1(C)CN=C(Nc2ccccc2C(F)(F)F)S1
38	O=C1NC(=O)N(c2ccccc2F)C(=O)/C1=C/c1cn(CC(=O)N2CCOCC2)c2ccccc12
39	CN(C)c1ccc([N+](=O)[O-])c([N+](=O)[O-])c1
40	COc1cc(OC)cc(C(=O)NCCN2CCC3(CC2)C(=O)NCN3c2ccccc2)c1
screen / no.,27,28,29,30,31,32,33,34,35,36,37,38,39,40
HTRA1 inh,1,-9,-3,0,-19,0,4,1,0,-60,0,nt,-3,nt
PG9 binder,-0.6,-4.4,-0.6,-1.4,-0.5,1.1,-2.8,-0.4,0.7,1.1,-0.1,-1.6,2.7,-0.3
TDP2 inh,3,-3,7,11,7,-4,-15,-2,-9,1,1,-1,3,3
rCAG binder,3,4,1,-2,-5,15,1,-4,0,4,-5,5,2,4
Rev-erbA mod,-11,5,-4,-2,5,6,-4,-7,-1,3,-4,1,7,-3
ABHD4 inh,13,-16,-5,-6,-6,-38,0,-1,-1,-15,4,3,-1,2
LEDGF integ inh,-7,5,-3,0,0,-1,1,-1,-1,-4,2,-4,3,5
PRMT1 FP inh,10,4,0,-2,-3,15,-2,0,-4,0,-1,4,-1,1
SIAE primary,2,-170,0,3,-1,-20,-1,-2,5,-1,-3,-30,-1,0
TCR-CD3 inh,-3,-25,9,4,0,-25,3,-5,3,7,-9,-4,1,4

41	CC(C)CCC1(CCc2ccncc2)C(=O)NC(=O)NC1=O
42	CN1CCN(c2c(N)c(=O)oc3ccccc23)CC1
43	O=C(c1ccc2nc3ccc(Cl)cc3c(=O)n2c1)N1CCC2(CC1)OCCO2
44	Fc1ccc2c(c1)nnn2C1CCN(Cc2ccccc2)CC1
45	Cc1c(-c2cccc(Cl)c2)nc2ccccc2c1C(=O)N1CCC2(CC1)OCCO2
46	Cc1ccc(S(=O)(=O)N2CCC(C(=O)N3CCC4(CC3)OCCO4)CC2)cc1
47	CC12CN3CC(C)(CN(C1)C3c1cccs1)C2 (stereo not given)
48	CCCCn1c(O)c(C(C)=NCCc2c[nH]c3ccccc23)c(=O)[nH]c1=O
49	c1cc2c(cc1C1OCC3C(c4ccc5c(c4)OCO5)OCC13)OCO2 (stereo not given)
50	CCCN1CC[C@@H]2c3cc(O)ccc3CC[C@@H]21
screen / no.,41,42,43,44,45,46,47,48,49,50
HTRA1 inh,4,-1,6,1,-5,2,3,-3,-7,3
PG9 binder,1.3,-1.6,1.3,-2.8,-1.3,-2.1,0.2,-3.0,0.1,-3.0
TDP2 inh,-4,-1,-8,-3,-6,-6,0,-18,-6,-9
rCAG binder,-2,4,2,-3,-4,-2,0,-2,-3,5
Rev-erbA mod,5,5,7,2,-3,-6,-4,4,1,-1
ABHD4 inh,1,-9,5,-4,-4,-5,2,1,-2,-10
LEDGF integ inh,-1,4,-3,2,3,9,6,5,-2,6
PRMT1 FP inh,3,1,1,-2,-2,0,1,-5,-1,-7
SIAE primary,0,3,-3,2,1,3,1,8,7,1
TCR-CD3 inh,-2,-6,6,3,3,1,0,1,5,-4

51	CCc1ccccc1NC(=O)CNC1CCCCC1
52	CCOC(=O)c1cc(CC)sc1/N=C/C1C(=O)NC(=S)NC1=O
53	O=S1(=O)CC2(N3CCOCC3)CCCCCCC21 (stereo not given)
54	Cc1ccccc1-n1c(O)c(/C=N/NC(=O)c2ccccc2O)c(=O)[nH]c1=S
55	N=C1c2ccccc2CN1CC(=O)c1ccccc1
screen / no.,51,52,53,54,55
HTRA1 inh,-2,-34,2,1,6
PG9 binder,1.1,-3.0,0.1,-2.1,-0.5
TDP2 inh,7,10,3,2,7
rCAG binder,-2,3,-1,56*,-5
Rev-erbA mod,-6,1,3,-6,0
ABHD4 inh,0,-10,-1,7,-2
LEDGF integ inh,-3,-2,-2,-5,-1
PRMT1 FP inh,2,41*,0,-1,5
SIAE primary,0,-7,-4,-31,1
TCR-CD3 inh,-5,-4,7,-22,0

# Not all compounds are listed, so the mix of outcomes need not match the whole.
